# Source: PubChem (Southern Research Specialized Biocontainment Screening Center)
# inhibitors of VEEV: inhibitors of VEEV TC-83 cytopathic effect, confirmation, Vero cells (AID 588727) | Vero cells, VEEV TC-83 cytopathic effect inhibition; higher % means a stronger effect | inhibition, % at 20 µM, or IC50 in µM where a hit was titrated | 350,000 compounds, 0.13% hits; in the data active means a potency from the dose series; inconclusive means inhibition mostly from about 14% at the one dose, without a potency; inactive means the rest, 99 in 100 with inhibition below about 12%; further: strong numbers were not always called active
# PhoP GFP inhibition: Inhibition of PhoP regulon, Salmonella typhi GFP reporter cells, confirmation, 4 h (AID 1850); 310,000 compounds, 0.33% hits; inhibition, % at 50 µM; hits with a dose series show IC50 in µM; Salmonella Typhi PhoP-promoter GFP reporter, fluorescence, 4 h; higher % means a stronger effect; in the data active means a potency from the dose series; inconclusive means inhibition mostly from about 25% at the one dose, without a potency; inactive means the rest, 99 in 100 with inhibition below about 19%;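 further: 0% = induced wells with vehicle and 100% = uninduced wells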
# M. tuberculosis HTS: M. tuberculosis growth inhibition, HTS (AID 449762); M. tuberculosis H37Rv growth inhibition, 7H9 media; higher % means a stronger effect; one-dose inhibition, % at 25 µM; IC50 in µM for titrated hits; 330,000 compounds, 0.59% hits; in the data active means a potency from the dose series; inconclusive means inhibition above about 70% without an active follow-up result;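 further: bacterial growth assessed after seven days of incubation; strong numbers were not always called active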
# M. tuberculosis: growth inhibition of non-replicating M. tuberculosis (AID 488890) | Mycobacterium tuberculosis non-replicating, growth inhibition; higher % means a stronger effect | inhibition, % at 25 µM, or IC50 in µM where a hit was titrated | 320,000 compounds, 0.39% hits; in the data active means a potency from the dose series; inconclusive means inhibition mostly from about 82% at the one dose, without a potency; inactive means the rest, 99 in 100 with inhibition below about 76%;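 further: plate controls were DMSO cells for no effect and high antibiotic wells for full effect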
# H1N1 NS1A inhibition: H1N1 influenza NS1A inhibitors, functional cell based assay (AID 504329); inhibition, % at 12.5 µM; hits with a dose series show IC50 in µM; 340,000 compounds, 0.3% hits; NS1A functional cell-based assay, percent inhibition; higher % means a stronger effect; in the data active means a potency from the dose series; inconclusive means inhibition above about 27% without an active follow-up result; further: strong numbers were not always called active
# inhibitors of VEEV 10K pilot screen: also measured in inhibitors of VEEV; calls as there; inhibition, %; measured here: 10K pilot screen inhibition
# Active calls of the source: *; i = inactive; ? = inconclusive; · = no result given.
SMILES,inhibitors of VEEV,PhoP GFP inhibition,M. tuberculosis HTS,M. tuberculosis,H1N1 NS1A inhibition,others
O=C(Nc1cnn(Cc2ccc(Cl)cc2)c1)c1ccc([N+](=O)[O-])cc1,1.4%,-9%,15%,6%,10%,
Cc1ccc2nc(N/C(=N/S(=O)(=O)c3ccc(F)cc3F)c3ccccc3)sc2c1,1.9%,-12%,3%,7%,-13%,
COc1ccc(OC)c(-n2nnnc2SCC(=O)Nc2nc(C)c(C)s2)c1,0.1%,2%,0%,-16%,-5%,
Cc1ccc(-c2nnc3ccc(SCC(=O)N4CCc5ccccc54)nn23)cc1,1.1%,·,1%,·,3%,
CN(c1ccc(OCC(=O)OCc2nnc(-c3ccccc3)o2)cc1)S(=O)(=O)c1ccc(Cl)cc1,1.9%,8%,54%,?,-8%,
CCCCCc1c(C)nc(N2CCc3ccccc3C2)[nH]c1=O,i,·,·,·,1%,
O=C(C1CCN(c2nc(-c3ccccc3)nc3c2CCC3)CC1)N1CCCC1,7.9%,-4%,-4%,4%,-4%,
Cc1cccc(N2CSC3=C(C#N)C(c4ccc(C)o4)CC(=O)N3C2)c1 (stereo not drawn),·,-9%,8%,21%,·,
COc1cc(NC(=O)c2sc3ncn(CC(=O)N4CCC(C)CC4)c(=O)c3c2C)cc(OC)c1OC,?,-5%,36%,22%,6%,
O=C(NCCc1cccs1)C1CC(c2c(Cl)cccc2Cl)=NO1 (stereo not drawn),1.0%,-5%,0%,37%,8%,inhibitors of VEEV 10K pilot screen=2.4
CN1CCN(c2ccc([N+](=O)[O-])cc2NC(=O)c2ccccc2Cl)CC1,0.7%,-10%,-2%,15%,-14%,
COCC(=O)NNC(=O)c1ccc(OC)cc1,0.9%,7%,8%,2%,-17%,
Cc1ccc(-c2nc3cc(NC(=O)C(C)C)ccc3o2)cc1,2.2%,7%,5%,13%,11%,
COc1ccc(S(=O)(=O)N2CCOCC2)c2ccccc12,i,4%,3%,-21%,-5%,
O=C(Nc1ccccc1Cl)C1CC(=O)n2c(nc3ccccc32)N1 (stereo not drawn),·,-1%,5%,-18%,·,
CCC1([N+](=O)[O-])COC(c2ccc(Cl)cc2)OC1 (stereo not drawn),i,·,·,·,8%,
COc1ccc(C(=O)NNS(=O)(=O)c2ccccc2)cc1OC,3.9%,25%,4%,15%,0%,
O=C(NCCc1nnc2ccc(SCC(=O)N3CCCC3)nn12)c1ccccc1,1.0%,-4%,-8%,-14%,-7%,
COc1cc(OC)cc(-c2cc3ccc(F)cc3cn2)c1,2.9%,·,7%,7%,4%,
O=c1cc(COc2ncnc3c(Cl)cc(Cl)cc23)nc2sccn12,1.5%,3%,6%,-3%,-4%,

# Two compounds drawn at random from the list so far:
SMILES,inhibitors of VEEV,PhoP GFP inhibition,M. tuberculosis HTS,M. tuberculosis,H1N1 NS1A inhibition,others
COc1cc(NC(=O)c2sc3ncn(CC(=O)N4CCC(C)CC4)c(=O)c3c2C)cc(OC)c1OC,?,-5%,36%,22%,6%,
COc1cc(OC)cc(-c2cc3ccc(F)cc3cn2)c1,2.9%,·,7%,7%,4%,

# Next compounds follow:
SMILES,inhibitors of VEEV,PhoP GFP inhibition,M. tuberculosis HTS,M. tuberculosis,H1N1 NS1A inhibition,others
Nc1cc(=O)[nH]c(SCC(=O)Nc2cc([N+](=O)[O-])ccc2Cl)n1,0.5%,-13%,-1%,8%,-7%,
O=C1CCCc2ccccc2N1,1.4%,-3%,2%,-13%,1%,
O=C(/C=C/c1ccc([N+](=O)[O-])cc1)OCc1cnc(-c2ccccc2)o1,0.9%,8%,1%,16%,-4%,
CC1COc2ccccc2N1C(=O)c1ccc(F)cc1 (stereo not drawn),0.3%,-2%,2%,-6%,-1%,
O=C(COC(=O)CCSc1ccccc1)NCc1ccccc1Cl,i,-4%,-7%,64%,-9%,
COC(=O)c1cc(OC)c(OC)cc1NC(=S)N1CCCC1,0.8%,2%,-3%,5%,-3%,
COc1nc(OC)nc(N2CCC(C(=O)NCc3ccco3)CC2)n1,1.2%,-2%,-5%,0%,1%,
C=CCn1c2ccccc2c2n[nH]c(=S)nc21,0.7%,-3%,0%,-23%,0%,
COc1ccc(Nc2cc(C(=O)NCCCN3CCOCC3)c3ccccc3n2)cc1OC,8.2%,7%,10%,0%,0%,
CCCCCn1c(-c2ccco2)nc2nc3ccccc3nc21,9.1%,0%,16%,36%,-11%,
O=c1[nH]ncc(N2CCCCC2)c1Cl,1.4%,-2%,3%,-3%,-5%,
COc1ccc2nc3c(c(-c4ccccc4)c2c1)CCC3,0.6%,1%,?,72%,1%,
O=C(COC(=O)c1ccc(O)cc1O)NC1CC1,1.0%,·,-9%,2%,-4%,
CC(C)[C@@H]1CC[C@@H](C)C[C@H]1OC(=O)C[n+]1cc(-c2ccc(Cl)cc2)n2c1CCCCC2,3.0%,67µM*,?,2.2µM*,-12%,
Cc1cc(C)c(S(=O)(=O)N2CCN(c3ccc([N+](=O)[O-])c(-n4nc(C)cc4C)c3)CC2)c(C)c1,i,6%,-6%,15%,4%,
CC(Cc1cccs1)NC(=O)Nc1ccccc1 (stereo not drawn),i,6%,1%,17%,-4%,
Cc1ccc(C(C(=O)NC(C)(C)C)N(Cc2ccco2)C(=O)Cn2nnc(-c3cccs3)n2)cc1 (stereo not drawn),6.8%,-16%,-7%,25%,-1%,
Cc1cccc(-c2nc3c(c(SCC(N)=O)n2)CCCC3)c1,i,2%,-2%,-6%,-2%,
CCOC(=O)NN1C(=O)c2ccccc2NC1c1ccc(OC)cc1OC (stereo not drawn),0.3%,0%,-1%,-2%,0%,
CC(C)c1cc(C(N)=O)c(NC(=O)c2cccc(COc3ccc(Br)cc3)c2)s1,i,-1%,60%,25%,4%,
O=C(N/C(=C\c1cccc([N+](=O)[O-])c1)C(=O)N1CCOCC1)c1ccco1,0.8%,12%,-11%,-6%,6%,
Clc1ccc(CSc2nnc(-c3c[nH]c4ccccc34)o2)cc1,0.9%,-9%,15%,2%,-1%,
Cc1ccccc1NC(=S)N(CCCN1CCOCC1)Cc1cccs1,0.5%,-4%,5%,2%,-8%,
CC(=O)Nc1cccc(N(C)S(C)(=O)=O)c1,0.5%,-11%,-11%,-2%,-6%,
O=S(=O)(NCc1cccnc1)c1cccc2cccnc12,i,-6%,-3%,5%,-6%,
CC1OC(Oc2c(-c3cc(O)c(O)c(O)c3)oc3cc(O)cc(O)c3c2=O)C(O)C(O)C1O (stereo not drawn),1.0%,·,·,·,10%,
Nc1nc(SCC(=O)NCCCO)nc2sc3c(c12)CCC3,0.1%,-5%,-2%,-2%,8%,
COc1cc(C(C)=O)ccc1OCC(O)CN1CCN(c2ccccc2)CC1 (stereo not drawn),i,-5%,-1%,-4%,1%,
CC(C)(C)c1ccc(C(=O)NNC(=O)c2ccc(Cl)cc2)cc1,0.5%,3%,-6%,·,-2%,
CCOc1ccc(NC(=O)CC2S/C(=N/N=C3CCCCCC3)NC2=O)cc1 (stereo not drawn),1.0%,-11%,-6%,20%,18%,
COCCCNC(=S)NCCCNc1nc2cc3c(cc2cc1C#N)OCO3,1.2%,-5%,-5%,2%,-3%,
Cc1nc(-c2ccccc2)sc1-c1nc(-c2ccccc2)ncc1S(=O)(=O)c1ccccc1,3.4%,-11%,-2%,3%,2%,
O=C(CCCC(=O)NCc1ccc(F)cc1)NCc1ccc(F)cc1,0.8%,-3%,-5%,4%,-11%,
Cc1cc(=O)n(C)c(=O)n1CC(=O)N1CCCCCC1,1.1%,0%,-9%,42%,-5%,
COc1ccc(C(=O)CCN2CCCC(C)C2)cc1 (stereo not drawn),5.0%,0%,2%,?,-4%,
CC(C)c1ccc(NC(=S)NC2CC3C=CC2C3)cc1 (stereo not drawn),0.2%,1%,?,?,-2%,
COC(=O)c1ccccc1S(=O)(=O)N(Cc1cc2cc3c(cc2[nH]c1=O)OCO3)C1CCCCC1,·,2%,3%,2%,·,
Cc1ccc(OC(C)C(=O)Nc2ccccc2C(=O)N2CCN(C)CC2)cc1 (stereo not drawn),3.8%,-6%,-6%,-9%,-7%,
O=C(NC(=S)NCc1ccco1)c1cccc(Cl)c1,i,9%,9%,76%,0%,
CCOCCCNC(=O)c1ccc2c(c1)ncn2-c1cccc(C)c1,0.7%,3%,-3%,-4%,-1%,

# 6 compounds out of the list, sorted by SMILES length, largest number first:
SMILES,inhibitors of VEEV,PhoP GFP inhibition,M. tuberculosis HTS,M. tuberculosis,H1N1 NS1A inhibition,others
COc1cc(C(C)=O)ccc1OCC(O)CN1CCN(c2ccccc2)CC1 (stereo not drawn),i,-5%,-1%,-4%,1%,
Nc1nc(SCC(=O)NCCCO)nc2sc3c(c12)CCC3,0.1%,-5%,-2%,-2%,8%,
CC(C)c1ccc(NC(=S)NC2CC3C=CC2C3)cc1 (stereo not drawn),0.2%,1%,?,?,-2%,
O=S(=O)(NCc1cccnc1)c1cccc2cccnc12,i,-6%,-3%,5%,-6%,
O=C(NC(=S)NCc1ccco1)c1cccc(Cl)c1,i,9%,9%,76%,0%,
CC(=O)Nc1cccc(N(C)S(C)(=O)=O)c1,0.5%,-11%,-11%,-2%,-6%,

# The list continues:
SMILES,inhibitors of VEEV,PhoP GFP inhibition,M. tuberculosis HTS,M. tuberculosis,H1N1 NS1A inhibition,others
Cc1cccc(OC(=O)n2c(=S)oc3cc(Cl)ccc32)c1,0.6%,-38%,-9%,67%,1%,
CCOC(=O)c1c(C)c(C(=O)O)n(C)c1C,1.5%,-1%,-1%,-10%,-1%,
CC(=O)Nc1nc(-c2cc([N+](=O)[O-])cs2)cs1,i,-4%,?,47%,-10%,
CCCCc1nc2ccccc2c(=O)n1-c1ccccc1[N+](=O)[O-],1.2%,4%,2%,14%,9%,
N#Cc1ccccc1NC(=O)CNc1cc(S(=O)(=O)N2CCOCC2)ccc1NCC1CCCO1 (stereo not drawn),1.9%,·,·,·,4%,
COc1cccc(OC)c1NC(=O)C1CCCN1C(=O)Nc1cccc(Cl)c1 (stereo not drawn),1.5%,6%,0%,-6%,-4%,
Cc1ccc(C(=O)COC(=O)c2cn(-c3ccccc3)nc2-c2ccccc2)cc1[N+](=O)[O-],2.8%,6%,6%,8%,4%,
O=C(OCc1ccc([N+](=O)[O-])cc1)c1cnc(Cl)c(Cl)c1,i,6%,69%,?,11%,
CC(C)(C)c1ccc2c(c1)OC(C(=O)N/N=C/c1ccc([N+](=O)[O-])o1)CO2 (stereo not drawn),50%,9%,?,77%,·,
COc1ccccc1C(=O)CSc1cccc[n+]1[O-],1.0%,7%,4%,4%,5%,
CCN(CC)CCn1c(/N=C/c2ccc(OC)c(OC)c2)nc2ccccc21,1.2%,-3%,-12%,-9%,·,
CCC(=O)Nc1ccc(C(=O)NNC(=O)c2ccc([N+](=O)[O-])cc2)cc1,0.8%,13%,-2%,-1%,-7%,
CCOc1ccc(-c2n[nH]c(=S)o2)cc1,1.2%,18%,1%,37%,5%,
CCOC(=O)/C(CCCN(CC)CC)=N\O,1.0%,12%,-4%,-6%,2%,
COc1cc(C(=O)N2CCN(S(=O)(=O)c3ccc(C)cc3C)CC2)ccc1OCC(=O)N1CCOCC1,0.1%,·,-9%,3%,-2%,
CCOc1ccccc1NC(=O)C1CCCN1C(=O)c1cccs1 (stereo not drawn),1.7%,·,7%,-2%,-8%,
N#C/C(=C/c1cccn1-c1cccc(C(=O)O)c1)c1ccc(Cl)cc1,1.1%,0%,5%,33%,-5%,
CCOc1ccc(-c2c(C)n(-c3ccc(OCC)cc3)c3[n+]2CCCCC3)cc1,i,12%,?,?,-23%,
O=C1CSC(c2ccc(Cl)cc2)N1 (stereo not drawn),1.6%,-5%,6%,11%,2%,
CCOC(=O)c1cccc(NC(=O)CSc2nnnn2CC)c1,3.3%,-2%,14%,0%,10%,
COc1ccc(-c2csc(=Nc3c(C)n(C)n(-c4ccccc4)c3=O)n2C(C)(C)C)cc1,i,16%,-6%,-7%,-10%,
CCOC(=O)COc1ccccc1/C=N/Nc1nnc2c3ccccc3n(C)c2n1,2.3%,7%,1%,-31%,·,
COc1ccc(-n2c(O)c(Cc3ccccc3)c(=O)n3nc(-c4ccccc4)c(=O)cc23)cc1,5.9%,5%,0%,-8%,2%,
Cc1ccccc1C(=O)N1CCN(c2ccc(NC(=O)c3cccnc3Cl)cc2)CC1,4.2%,2%,-3%,-3%,7%,
Clc1ccccc1N1CCN(Cc2ccco2)CC1,i,-10%,-7%,24%,-5%,
Cc1ccccc1NC(=S)NC(NC(=O)N(C)C)C(Cl)(Cl)Cl (stereo not drawn),3.7%,-2%,2%,6%,-2%,
CC(=O)N1c2ccc(S(=O)(=O)NCC3CCC(C(=O)NCc4ccc(C)cc4)CC3)cc2CC1C (stereo not drawn),i,5%,34%,22%,-57%,
